Screening data from PubChem.
MT stabilizer: stabilizes microtubules in HeLa cells; HeLa tubulin immunostaining HCS, 24 h; share of cells brighter than vehicle mean+2SD; 0.83% of 200,000 active; AID 2205; % tubulin-high responders, % at 10 µM;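 active = plate Z-score above 3 for both tubulin-high and condensed-nucleus cell shares, with cell loss under 80%, at 10 µM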;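 note: anti alpha tubulin signal scored within the nucleus-defined area of each cell; some results filed as inactive read as strong as hits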
Insulin prom up: MIN6 insulin promoter up-regulation; z-score at 5 µM; 0.3% of 190,000 active; MIN6 insulin promoter-GFP reporter, high-content imaging; stronger effect = higher value;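 active = z-score above 3 at 5 µM with at least 500 cells counted in the well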
Lipid droplet: modulators of hepatic lipid droplet formation. AML12 mouse hepatocytes, oleate lipid droplets, BODIPY imaging. inhibition, % at 6.5 µM. 0.4% of 240,000 active. AID 1656;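 active = lipid droplet intensity inhibited by at least 50%, with more than 500 cells counted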
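Assay system: AML12 hepatocytes (mouse); Probe or stimulus: oleic acid at 100 µM to induce lipid droplet formation; Dosing: compound at 6.5 µM only; Schedule: compound with oleate, overnight; Detection: fluorescence imaging, 20x objective, two fields per well; Measure: % inhibition of lipid droplet signal.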
bCat nuc transl: alters nuclear translocation of beta-catenin in HeLa cells; nuclear translocation activity, % at 5 µM; immunofluorescence imaging; 0.3% of 190,000 active;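 active = nuclear translocation activity above 50% at 5 µM, with a well cell count of 50 or more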;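 note: per-cell ratio of nuclear to cytoplasmic median beta-catenin stain intensity; plate controls were DMSO negative control for no effect and GSK-3 inhibitor IX positive control for full effect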
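Test system: human HeLa cell line; Doses: 5 µM primary, 0.02–20 µM confirmation; Incubation: 24 h compound exposure, 37°C; Detection: beta-catenin immunofluorescence imaging with DAPI; Read-out: beta-catenin nuclear/cytoplasmic ratio, % activation.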
Salmonella PhoP GFP: inhibitors of PhoP regulon expression, primary screen, Salmonella Typhimurium, GFP reporter (AID 1863); S. Typhimurium PhoP-regulated promoter GFP reporter, 4 h; higher % means a stronger effect; one-dose inhibition, % at 50 µM; IC50 in µM for titrated hits; 0.16% of 300,000 active;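 active = inhibition over 29.93%, a cutoff 3 SD above the screen mean, later confirmed by dose response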;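 note: 0% = low Mg2+ inducing control and 100% = high Mg2+ repressing control; strong numbers were not always called active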
Dynein cargo inh: dynein cargo transport inhibition | 3617.4 mouse cells, GR-EGFP nuclear translocation imaging; test concentration mostly 20 µM; stimulated with dexamethasone, 1 µM; stronger effect = lower value | z-score, hits read low | 0.47% of 220,000 active | AID 1381;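 active = plate z-score of nuclear minus cytoplasmic receptor signal below a set negative limit, without overly bright fluorescence or cell loss, cut at about -3.5 in these data, passing the limit was not always enough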;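 note: z-score of nuclear minus cytoplasmic ring GR-EGFP intensity difference per well; some compounds called inactive have numbers as strong as hits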
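Buffer or medium: Induction medium lacking tetracycline, stripped serum | Also added: Dexamethasone agonist, 1.0 µM final, for 30 min | Timing: 48 h induction, 1 h compound, 30 min dex at 37 °C | Detection: Formaldehyde fixation, Hoechst nuclear stain, 10x automated fluorescence imaging | Measure: Nuclear versus cytoplasmic GR-EGFP signal, averaged per well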
T cell modulator: T cell immune modulators affecting CD8 T cell-vesicle binding. AID 2052. 2C CD8+ T cell-vesicle binding, flow cytometry; stronger effect = lower value. 0.068% of 330,000 active. calls only at 7 µM;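 active = response, share of CD8 T cells binding vesicles, and their 90th percentile fluorescence all below set limits, cut at about 80% in these data, passing the limit was not always enough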
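Test system: purified 2C TCR transgenic mouse naive CD8+ T cells. Probe or stimulus: QL9-peptide-loaded Drosophila micro-vesicles bearing Ld, ICAM-1 and B7-1. Incubation: binding step 1.5 h, 37 °C, antibody labelling 20 min, ice. Measured by: flow cytometry of vesicle-bound cells.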
Autophagy HCS: modulators of autophagy; MEF GFP-LC3 puncta imaging; test concentration mostly 10 µM; calls only at 10 µM (by protocol); 0.98% of 190,000 active; AID 463193;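 active = percentage of spot-positive cells more than 3 SD above its plate mean, without a fluorescence outlier flag or 80% toxicity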;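 note: spot-positive cell cutoff set from DMSO-treated cells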
CSM14.1 death rescue: protection against thapsigargin-triggered cell killing – 384-well, CSM14.1, ATP luminescence, primary screen (AID 1222); CSM14.1 thapsigargin-induced death rescue, ATP luminescence; higher % means a stronger effect; cellular ATP content (survival), % at 20 µM, or EC50 in µM where a hit was titrated; 190,000 tested, under 10 active;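 active = EC50 below 50 µM in the dose-response confirmation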;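 note: death triggered by thapsigargin at about 15 µM added after 2 h compound pretreatment; cell ATP read after overnight thapsigargin exposure of roughly 18 to 22 hours; normalized against plate controls of thapsigargin alone and 5% DMSO vehicle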
Dynein cargo inh cytoplasmic EGFP: further read-out of Dynein cargo inh, marked with its call; z-score; measured here: cytoplasmic GR-EGFP intensity; stronger effect = higher value
Dynein cargo inh nuclear GR-EGFP: also measured in Dynein cargo inh; calls as there; z-score; measured here: nuclear GR-EGFP intensity;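 lower value marks the stronger effect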
Dynein cargo inh cell count: further read-out of Dynein cargo inh, marked with its call; z-score; measured here: cell count per field
Insulin prom up cell count: second read-out of Insulin prom up, no call of its own (marks repeat the call); cell count; measured here: cytotoxicity, nuclei count;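 total cells summed across four imaged fields per well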
Lipid droplet cells 6.5 µM: further read-out of Lipid droplet, marked with its call; cell count; measured here: cell count, cytotoxicity flag;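 cells counted across two imaged fields per well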
bCat nuc transl cell count 5 µM: recorded beside bCat nuc transl, whose call it bears; cell count; measured here: cell count, cytotoxicity flag
T cell modulator vesicle-bound %: second read-out of T cell modulator, no call of its own (marks repeat the call); double positive events, %; measured here: CD8+ vesicle-bound cell fraction;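 binding gate set so that unloaded-vesicle control wells show 10% double positive cells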
MT stabilizer Hoechst-high %: recorded beside MT stabilizer, whose call it bears; % Hoechst-high responders; measured here: nuclear condensation Hoechst responders;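 share of cells brighter than vehicle mean plus two SD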
MT stabilizer cytotoxicity %: recorded beside MT stabilizer, whose call it bears; toxicity, %; measured here: cytotoxicity by cell density;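 0% = mean cell density of plate MIN control wells and 100% = no cells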
Autophagy HCS cell loss 18 h: second read-out of Autophagy HCS, no call of its own (marks repeat the call); toxicity, %; measured here: cell loss, nuclei count;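 cell loss after 18 h compound exposure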
Active calls of the source: *; i = inactive; / = no result given; & = joins results of further samples.

SMILES,MT stabilizer,MT stabilizer Hoechst-high %,MT stabilizer cytotoxicity %,Insulin prom up,Insulin prom up cell count,Lipid droplet,Lipid droplet cells 6.5 µM,bCat nuc transl,bCat nuc transl cell count 5 µM,Salmonella PhoP GFP,Dynein cargo inh,Dynein cargo inh cytoplasmic EGFP,Dynein cargo inh nuclear GR-EGFP,Dynein cargo inh cell count,T cell modulator,T cell modulator vesicle-bound %,Autophagy HCS,Autophagy HCS cell loss 18 h,CSM14.1 death rescue
Cc1c(NC(=O)COC(=O)CCC(=O)c2ccc(Cl)cc2)c(=O)n(-c2ccccc2)n1C,1.5,2.2,5.4,0.04,1444,-2,708,-3.1,1034,-8%,-0.91,-0.18,-0.35,0.52,i,45,i,-13,-0.4%
O=C(COC(=O)c1cc(-c2cccs2)nn1-c1ccccc1)Nc1ccc(F)c([N+](=O)[O-])c1,2.6,1.9,9.2,-0.2,1047,9,759,-0.3,907,24%,0.87,-0.21,0.62,-0.45,i,60,i,-3,-2.3%
O=C(Cn1nc(-c2ccc3c(c2)OCCO3)ccc1=O)Nc1ccc(-n2cnnn2)cc1,4.2,1.9,6.3,1.2,1243,-6,687,-1.2,1086,0%,-0.45,-0.2,0.12,0.43,i,34,i,5,-0.6%
CC(=O)c1ccc(-c2ccc(/C=C(/Sc3n[nH]c(C)n3)C(=O)O)o2)cc1,/,/,/,0.27,1460,-4,712,-2.1,1090,-2%,0.31,0.15,0.17,-1,i,50,/,/,/
CC(C)(C)CC(C)(C)N=C1NS(=O)(=O)c2cc([N+](=O)[O-])ccc21,2.5,1.2,1.6,0.33,1454,7,760,0.2,1489,5%,-0.29,-0.25,-0.021,0.12,i,64,i,-23,-1.5%
O=S(=O)(Nc1nc2ccccc2nc1Cl)c1ccc(Cl)cc1,5.1,2.9,1.9,0.54,1356,-2,659,-0.4,950,-13%,0.042,-0.3,-0.23,0.22,i,48,i,-6,-0.7%
O=C1NC2=C(C(=O)CCC2)C(c2ccc3ncccc3c2)N1 (stereo unspecified),2.1,0.3,23,-0.36,1261,-7,745,-1.4,1030,-23%,-0.73,0.38,0.16,-0.071,i,29,i,-5,-0.2%
NS(=O)(=O)c1ccc(CCNC(=O)C(=O)c2c[nH]c3ccccc23)cc1,2.3,1.9,9.8,-0.18,1339,26,675,-6.2,512,6%,0.37,-0.23,-0.23,-0.82,i,38,i,-3,0.4%

Continued.
SMILES,MT stabilizer,MT stabilizer Hoechst-high %,MT stabilizer cytotoxicity %,Insulin prom up,Insulin prom up cell count,Lipid droplet,Lipid droplet cells 6.5 µM,bCat nuc transl,bCat nuc transl cell count 5 µM,Salmonella PhoP GFP,Dynein cargo inh,Dynein cargo inh cytoplasmic EGFP,Dynein cargo inh nuclear GR-EGFP,Dynein cargo inh cell count,T cell modulator,T cell modulator vesicle-bound %,Autophagy HCS,Autophagy HCS cell loss 18 h,CSM14.1 death rescue
CC(Oc1ccc(Cl)cc1)C(=O)Nc1nccs1 (stereo unspecified),7.3,2.4,2.1,0.49,1334,/,/,-5.5,852,-4%,0.67,-0.087,0.4,-0.25,i,18,i,-1,1.5%
COc1ccc(NC(C)=O)cc1NC(C)C(=O)Nc1ccccc1F (stereo unspecified),2.4,1.5,3.7,0.77,1031,/,/,-0.5,1210,-2%,-0.2,-0.17,0.075,0.53,i,49,i,42,-0.6%
Cc1cc(NC(=O)COc2ccc(Cl)cc2Cl)n(-c2ccccc2)n1,2.5,1.6,6.2,-0.08,1487,/,/,1.5,1421,-7%,0.63,-0.21,0.43,-0.67,i,58,i,9,-1.4%
Cn1c(Cl)nc2ccccc21,3.6,0.3,17,-0.55,1180,-6,699,/,/,-1%,3.4,0.063,2.2,-1.2,i,24,i,-3,-1.1%
Cc1ccc(-c2cc(C(=O)Nc3ccccc3C)c3ccccc3n2)o1,4.6,2.9,7.4,/,/,-6,671,-2.7,1184,9%,0.2,-0.22,0.24,0.2,i,23,i,-7,-1.9%
Cc1ccc(-n2c(C)cc(/C=N/NC(=O)CC3(C)OCCO3)c2C)cc1,3.6,2.1,2.0,/,/,2,730,-0.5,462,-5%,-0.4,-0.25,-0.17,0.14,i,16,i,-1,-3.0%
Clc1ccc(-c2nnc3n2CCCC3)cc1,2.1,1.7,9.0,0.4,1685,/,/,-0.5,1291,7%,-0.51,0.065,-0.36,0.59,i,44,i,3,-1.0%
O=C(O)/C=C/C(=O)NCCC(c1ccccc1)c1ccccc1,/,/,/,-0.06,1027,4,672,0.9,1272,-5%,0.38,-0.3,0.077,0.27,i,37,/,/,/

Other records
SMILES,MT stabilizer,MT stabilizer Hoechst-high %,MT stabilizer cytotoxicity %,Insulin prom up,Insulin prom up cell count,Lipid droplet,Lipid droplet cells 6.5 µM,bCat nuc transl,bCat nuc transl cell count 5 µM,Salmonella PhoP GFP,Dynein cargo inh,Dynein cargo inh cytoplasmic EGFP,Dynein cargo inh nuclear GR-EGFP,Dynein cargo inh cell count,T cell modulator,T cell modulator vesicle-bound %,Autophagy HCS,Autophagy HCS cell loss 18 h,CSM14.1 death rescue
CC/C(=N\NC(=O)Nc1nonc1N)c1ccc(OC)c(OC)c1,/,/,/,-0.44,1102,5,761,1.0,1326,-10%,-0.72,-0.24,-0.4,0.25,i,26,/,/,/
CCN(CC)CCN1C(=O)C(=O)/C(=C(/O)c2c(C)[nH]c(C(=O)OC)c2C)C1c1ccc(C)o1 (stereo unspecified),/,/,/,-0.29,1373,-3,696,-2.1,1081,2%,0.41,-0.24,-0.12,0.67,i,56,/,/,/
O=S1(=O)N=C(SCCO)c2ccccc21,6.8,5.8,13,0.74,1216,/,/,-2.7,1154,-8%,-0.71,-0.36,-0.36,1,i,49,i,21,-0.4%
CN(C)C(=O)c1nc2ccc(Cl)cn2c1CN1CCN(c2ncccn2)CC1,3.9,2.3,1.2,/,/,-3,705,0.0,969,-2%,1.8,-0.077,1.4,-1.9,i,53,i,-13,-0.9%
CCc1cccc(CC)c1NC(=O)CSc1nnc(CCC(=O)O)c(=O)[nH]1,2.5,1.8,6.7,/,/,-10,641,4.0,858,1%,0.16,-0.25,0.14,0.55,i,58,i,-1,1.3%
Cc1ccc(CSc2nnc(C)c(=O)n2N)cc1,2.3,3.3,3.4,-0.84,1418,-6,585,-0.2,1058,-2%,1.5,-0.22,0.96,-1.9,i,42,i,2,-1.8%
Cn1c(=O)c2c(nc(NCCNC(=O)c3ccco3)n2Cc2ccccc2Cl)n(C)c1=O,3.0,2.0,4.0,/,/,10,769,-10,1155,-6%,-0.16,0.13,0.34,-0.76,i,8,i,20,3.4%
CN(c1ccccc1C(=O)N1CCCC1)S(C)(=O)=O,3.1,1.3,2.7,0.16,1002,-3,742,2.7,845,7%,-0.6,0.17,0.032,0.77,i,28,i,-5,/

(next part)
SMILES,MT stabilizer,MT stabilizer Hoechst-high %,MT stabilizer cytotoxicity %,Insulin prom up,Insulin prom up cell count,Lipid droplet,Lipid droplet cells 6.5 µM,bCat nuc transl,bCat nuc transl cell count 5 µM,Salmonella PhoP GFP,Dynein cargo inh,Dynein cargo inh cytoplasmic EGFP,Dynein cargo inh nuclear GR-EGFP,Dynein cargo inh cell count,T cell modulator,T cell modulator vesicle-bound %,Autophagy HCS,Autophagy HCS cell loss 18 h,CSM14.1 death rescue
COc1ccc(S(=O)(=O)N2CCCCCC2)cc1NC(=O)Cc1ccccc1,1.4,1.4,5.0,0.54,1492,-11,691,-3.5,1102,7%,0.13,-0.21,-0.29,0.46,i,19,i,21,0.8%
O=C(NC1CCCCCCC1)c1cc(F)c(F)cc1Cl,2.8,1.8,1.9,0.39,1495,1,598,0.1,1538,-4%,-0.41,-0.14,0.18,-0.4,i,60,i,22,-1.6%
COc1ccc(C2=NOC(C(=O)Nc3cc(C)on3)C2)cc1OC (stereo unspecified),/,/,/,/,/,5,620,-1.1,1315,-3%,-0.72,-0.23,0.39,0.15,i,20,/,/,/
COc1ccc2c3c1OC1CC(O)C=CC31CCN(C)C2 (stereo unspecified),/,/,/,/,/,1&3,766&674,0.1,1357,0%&-1%,0.45,-0.23,0.65,0.12,i,60&59,/,/,/
COc1ccc(/C(C)=N\Nc2nc(-c3ccc(Cl)cc3)cc(C(F)(F)F)n2)cc1OC,4.4,3.2,8.9,/,/,-12,557,0.0,907,-13%,0.15,0.96,0.23,-0.35,i,17,i,-6,3.1%
CCOC(=O)C1=C(C)OC(N)=C(C#N)C1c1cc(C)sc1C (stereo unspecified),3.9,1.2,2.3,-0.29,1567,/,/,2.8,1433,5%,0.023,-0.11,-0.6,-0.8,i,48,i,-1,-2.5%
